MCF10A rereplic: DNA re-replication induction in MCF 10a cells. MCF 10A DNA re-replication, Hoechst nuclear intensity, 48 h. Potency, µM (highest dose often 46.1 µM), without a hit: at the top dose activity, positive = re-replication, actives largely listed as activators. 350,000 compounds, 2.9% hits; also: potency is read from the fitted curve at half-maximal effect; % of control where 0% means no effect; nearly all actives have a fitted effect of over 50% in size
ATXN2 expr inh: reduces ATXN2 reporter expression in HEK-293 cells | HEK-293 ATXN2-luciferase reporter, luminescence, 24 h | 360,000 compounds, 0.72% hits | AID 1745845 | Potency, µM (doses to about 57 µM), for inactives: at the top dose activity change, negative = inhibition, actives largely listed as inhibitors; also: potency is read from the fitted curve at half-maximal effect; % is scaled to controls: 0 for no effect and ±100 for the full control effect; nearly all actives have a fitted effect of over 55% in size
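ATXN2-luciferase reporter cells (luciferase flanked by upstream and downstream ATXN2 gene portions) were treated 24 h at 37 °C with compounds at up to 57 uM. SteadyGlo luminescence gave expression; GF-AFC fluorescence gave viability.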
SW480 rereplic: induces DNA re-replication in SW480 colon adenocarcinoma cells; Potency, µM (titrated, usually from 46.1 µM), without a hit: at the highest dose re-replication activation, most hits filed as activators; SW480 DNA re-replication, Hoechst DNA content imaging, 48 h; AID 624297; 340,000 compounds, 1.8% hits; also: potency is read from the fitted curve at half-maximal effect; % of control where 0% means no effect; nearly all actives have a fitted effect of over 55% in size
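Treated cells incubate 48 hr (37 C, 5% CO2), are stained 40 min with Hoechst, and nuclear fluorescence is enumerated; a rise in nuclei with high DNA signal marks re-replication.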
KB-3-1 tox: kills parental KB-3-1 adenocarcinoma cells | 400,000 compounds, 1.4% hits | KB-3-1 viability, CellTiter-Glo ATP luminescence, 72 h | Potency, µM (doses to about 46.1 µM), without a hit: at the top dose activity change, negative = cytotoxic, usual class: cytotoxic; also: potency is read from the fitted curve at half-maximal effect; % is scaled to controls: 0 for no effect and ±100 for the full control effect; nearly all actives have a fitted effect of over 60% in size
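KB-3-1 cells, DMEM (no phenol red) + 10% FBS; compound by pin transfer, 72 h, 37 °C. Readout: CellTiter-Glo luminescence after 10 min. Data normalized, curve-fitted.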
HT1080-NT tox: kills 2HG-producing HT-1080-NT fibrosarcoma cells; 360,000 compounds, 1.6% hits; HT-1080-NT fibrosarcoma viability, CellTiter-Glo ATP luminescence, 48 h; AID 686970; Potency, µM (highest dose often 46.1 µM), inactives show at the top dose activity, negative = less viability, most hits filed as cytotoxic;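 also: NT is the 2HG producing partner of a matched IDH1 knockdown line; potency is read from the fitted curve at half-maximal effect; 0% = DMSO-treated cells and -100% = media-only wells without cells; nearly all actives have a fitted effect of over 55% in size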
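Luminescent CellTiter-Glo readout after 48 hours of compound exposure at 37 degrees C defined viability of HT-1080-NT cells. Activity was normalized to DMSO wells and cell-free media wells; concentration-response curves were fitted and assigned curve classes.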
KB-V1 MDR tox: kills drug-selected multidrug resistant KB-V1 cells; KB-V1 MDR cells viability, CellTiter-Glo, 72 h; Potency, µM (doses to about 46.1 µM), for inactives: at the top dose activity change, negative = cytotoxicity, hits mostly cytotoxic; 400,000 compounds, 3.4% hits; also: potency is read from the fitted curve at half-maximal effect; % is scaled to controls: 0 for no effect and ±100 for the full control effect; nearly all actives have a fitted effect of over 60% in size
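Drug-selected KB-V1 cells, grown in DMEM lacking phenol red with 10% FBS, receive compound titrations; after three days at 37 degrees C, surviving cell ATP is quantified by CellTiter-Glo luminescence and responses normalized and curve-fitted.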
IL-1B inflam inh: inhibitors of inflammasome signaling (IL-1 beta secretion) | THP-1 LPS/ATP IL-1B secretion, AlphaLISA, 16 h; stronger effect = lower value | AID 743279 | 360,000 compounds, 4.7% hits | activity change, % at 57.5 µM; in the data active = activity change below about -50%; inconclusive = mostly about -30% to -49%; also: % is scaled to controls: 0 for no effect and ±100 for the full control effect
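THP-1 cells pretreated 1 hr with compounds (up to 57.5 uM final), then stimulated with LPS (250 ng/mL final) plus ATP (1.25 mM final); secreted IL-1B measured by AlphaLISA after 16 hr, decreased signal indicating inhibition.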
ATXN viability: cell viability loss in ATXN counter-screen | AID 651635 | Potency, µM (highest dose often 56.7 µM), actives largely listed as cytotoxic | S2 cells (HEK-293 line with an ATXN2-luciferase reporter) viability, CellTiter-Fluor protease fluorescence, 24 h | 400,000 compounds, 0.49% hits; also: potency is read from the fitted curve at half-maximal effect; nearly all actives have a fitted effect of over 40% in size
HT1080 IDH1KD tx: HT-1080 IDH1 knockdown cell toxicity (counter line); 360,000 compounds, 2% hits; Potency, µM (series often up to 46.1 µM), without a hit: at the highest dose activity, negative = toxicity, hits mostly cytotoxic; HT-1080 IDH1 knockdown viability, ATP luminescence, 48 h; AID 686971;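 also: potency is read from the fitted curve at half-maximal effect; 0% = DMSO wells and -100% = cell-free medium wells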
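% activity derives from luminescence (CellTiter-Glo), normalised to DMSO and no-cell wells. HT-1080-IDH1KD cells, 750/well, had 48 h compound exposure at 37 °C.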
* marks the source's active call; other numbers are inactive results; i = inactive; ? = inconclusive; / = not tested or not shown; & = joins results of further samples; [ ] = dose if it differs, or a comment. Unless noted, calls follow the shape of the dose curve; as a rule, active = well fitted curve in the direction sought with a large enough effect; inconclusive = small, poorly fitted or top-dose-only effect, or another doubt; inactive = no such curve, though single readings can be large; an effect the other way counts as inactive or inconclusive.

Molecule	ATXN viability	MCF10A rereplic	SW480 rereplic	KB-V1 MDR tox	ATXN2 expr inh	IL-1B inflam inh	HT1080-NT tox	HT1080 IDH1KD tx	KB-3-1 tox
O=[N+]([O-])c1ccc(CSCc2ccc([N+](=O)[O-])cc2)cc1	i	5%	-1%	-4%	7%	8	0%	1%	9%
CCc1ccccc1NC(=O)C1CCN(c2cnccn2)CC1	i	-14%	-2%	2%&1%	18%&8%	-2	-1%	0%	2%&0%
CSc1ccc(/C=C/C(=O)OCC(=O)NC2CC2)cc1	i	5%	-1%	0%	-4%	0	4%	10%	10%
O=C1CN(Cc2ccccc2)CC(=O)N1	i	-26%	-4%	3%	-11%	-2	3%	1%	15%
CC(CNC(=O)CCS(=O)(=O)c1cc2c(cc1Cl)NC(=O)CO2)c1ccccc1 (stereo not given)	i	/	/	8%&0%	3%&0%	-8	-8%	1%	1%&-4%
CC(C)Oc1ccc(C(=O)Nc2c(C(=O)Nc3cccc(F)c3)oc3ccccc23)cc1	i	/	/	4%	10%	/	/	/	0%
COc1cc(/C=C(\C#N)c2nc3ccc(C)cc3[nH]2)cc([N+](=O)[O-])c1O	18µM*	0%	?	-13%	37%	48	-14%	-7%	-2%
O=C(Nc1ccc(N2CCCCC2)cc1)c1cccnc1	?	2%	-9%	-3%	8%	-25	13%	15%	10%
C=CCn1c(SCc2ccc(F)cc2)nc2c1c(=O)[nH]c(=O)n2C	i	-5%	-21%	2%	-3%	17	-7%	-1%	-8%
CCN(CC)CCNC(=O)c1ccc(NC(=O)CC(NC(=O)c2ccccc2Cl)c2ccccc2)cc1 (stereo not given)	i	0%	-5%	5%	-2%	-7	4%	-1%	-2%
Cc1cc(-c2sccc2C)nc(-n2cccc2)n1	i	?	-6%	4%	0%	23	6%	-9%	6%
COc1ccc(CCNS(=O)(=O)c2csc(C(N)=O)c2)cc1OC	i	-13%	-16%	?	1%	13	9%	6%	7%
C(=N\N1CCN(Cc2ccccc2)CC1)/c1ccc(-c2ccccc2)cc1	i	2%	-7%	-26%	/	-1	1%	0%	-1%
CCN(C(=O)COC(=O)/C(C#N)=C/c1ccc(N(C)C)cc1)C1CCS(=O)(=O)C1 (stereo not given)	?	2%	-12%	?	32%	3	12%	2%	10%
CN1CCN(CC(=O)c2cc(C(C)(C)C)c(O)c(C(C)(C)C)c2)CC1	i	?	1%	?	-28%	-24	-11%	-20%	?
O=C(Cn1c(CCCO)nc2ccccc21)Nc1ccccc1-c1ccccc1	i	-8%	-8%	-2%	-10%	29	-3%	0%	8%
COc1ccc(S(=O)(=O)Nc2cc(C(=O)NCCCN3CCOCC3)ccc2N2CCOCC2)cc1	i	5%	-27%	-5%	/	-14	0%	2%	1%
Cc1ccc(S(=O)(=O)/N=C2\CN(C)C(=O)N2C)cc1	i	-5%	-2%	19%	5%	1	15%	12%	-14%
O=C(Nc1nc2cc3c(cc2s1)OCO3)C1=COCCO1	i	?	16µM*	-2%	?	23	13µM*	18µM*	6.5µM*
Cc1cc(C)c(C#N)c(SCSCc2ccccc2)n1	i	?	-4%	-3%	2%	-6	?	0%	0%

Following part
Molecule	ATXN viability	MCF10A rereplic	SW480 rereplic	KB-V1 MDR tox	ATXN2 expr inh	IL-1B inflam inh	HT1080-NT tox	HT1080 IDH1KD tx	KB-3-1 tox
CCOc1cc(NC(=S)NCCCN2CCOCC2)c(OCC)cc1NC(=O)c1cccc(F)c1	i	0%	-4%	-20%	-6%	0	7%	13%	2%
Cc1ccc2c(c1)N(C(=O)CCC(=O)Nc1ccccc1Br)CC(C)O2 (stereo not given)	i	3%	7%	-26%	-3%	-17	0%	1%	-26%
CCCCn1c(N)c(N(CC(C)C)C(=O)c2ccc(-c3ccc(C(C)=O)cc3)o2)c(=O)[nH]c1=O	i	13%	8%	15%	17%	6	-9%	0%	-1%
O=C(CN(CC1CCCO1)C(=O)c1nsc(Cl)c1Cl)NC1CCCC1 (stereo not given)	i	6%	-14%	-5%	-15%	-3	0%	3%	-10%
CNC(=O)CCCc1nc(-c2ccccc2Cl)no1	i	0%	-11%	-18%	19%	-7	6%	-1%	-11%
CCOc1ccc(NC(=O)CN(C)C(=O)c2cc(S(=O)(=O)N3CCCCC3)ccc2C)cc1OCC	?	-5%	-1%	?	10%	13	-3%	12%	-19%
Cc1cc(=O)oc2cc(O[C@@H]3O[C@H](CO)[C@H](O)[C@H](O)[C@H]3O)ccc12	/	-5%	-7%	15%	-5%	0	0%	11%	-5%
O=C(NCc1cccnc1)c1ccc(COc2ccc(Cl)cc2)cc1	i	8%	?	-7%	/	-15	-21%	?	-1%
COc1ccc(C(=O)Cn2nnc(-c3ccccc3NC(=O)c3ccco3)n2)cc1	i	-5%	0%	2%	2%	-11	8%	1%	-1%
Cc1ccsc1/C=N/NC(=O)Cc1cccn1C	i	-5%	?	4%	8%	-9	12%	19%	17%
O=C(NCC1CCCO1)c1onc(CSc2ccc(F)c(F)c2)c1C(=O)O (stereo not given)	i	8%	22%	19%	8%	39	6%	2%	0%
COC(=O)c1cc(S(=O)(=O)N2CCN(c3ccc(C(C)=O)cc3)CC2)cn1C	i	17%	15%	-3%	/	9	-18%	0%	1%
Cc1ccc(CN2CCN(C(=O)/C=C/[C@H]3O[C@@H](n4cc(C)c(=O)[nH]c4=O)C[C@@H]3O)CC2)cc1	i	/	/	2%	8%	7	1%	18%	0%
Cc1ccc(OCCCCn2ccnc2)c([N+](=O)[O-])c1	i	7%	3%	-17%	/	-1	-9%	-6%	-3%
COc1ccc(NC(=O)CCS(=O)(=O)c2ccc3c(c2)CCCN3C(C)=O)cc1	i	9%	9%	6%	-3%	13	3%	-1%	10%
N/C(Cc1nc2ccccc2s1)=N\O	i	?	3%	0%	-22%	6	-9%	-7%	-1%
CN(C)S(=O)(=O)c1cccc(NC(=O)COC(=O)C2(c3ccccc3F)CCCC2)c1	?	18%	0%	?	-22%	?	?	?	-23%
C=C1CCN(c2ccc(C(=O)O)cc2[N+](=O)[O-])CC1	i	1%	-16%	-9%	-8%	-2	-3%	-3%	4%
O=C1CC(N2CCOCC2)C(=O)N1CCN1C(=O)CC(N2CCOCC2)C1=O (stereo not given)	i	0%	-1%	6%	0%	49	-1%	-4%	0%
Cc1c(CN2CCCCC2C)c(=O)n(-c2ccccc2)n1C (stereo not given)	i	4%	-1%	-11%	-5%	-11	6%	-2%	10%

Next part
Molecule	ATXN viability	MCF10A rereplic	SW480 rereplic	KB-V1 MDR tox	ATXN2 expr inh	IL-1B inflam inh	HT1080-NT tox	HT1080 IDH1KD tx	KB-3-1 tox
COc1ccc(C2(CNC(=O)CCC(=O)O)CCCC2)cc1	i	0%	-6%	?	-6%	-5	12%	12%	18%
CCOP1(=O)OCC2OC(n3cnc4c(N)ncnc43)C(O)C2O1 (stereo not given)	i	15µM*	-17%	2%	-15%	/	0%	2%	3%
CCCCN(CC)CCCNC(=O)c1cn(CC)c2ccc(S(=O)(=O)N3CCc4ccccc4C3)cc2c1=O	i	12%	?	-18%&0%	-29%&-23%	/	0%	-14%	?
CCCOc1ccc(C(=O)C(CCC(CNCC)C(=O)c2ccc(OCCC)cc2)CNCC)cc1 (stereo not given)	/	26µM*	9.2µM*	?	18µM*	-94*	16µM*	?	5.2µM*
Cn1cnnc1Sc1ccc(/C=C(\CC(=O)O)c2nc3ccccc3s2)cc1[N+](=O)[O-]	i	-4%	-4%	19%	-1%	15	?	27%	22%
CC(C)(C)c1ccc(C(=O)C2CCCN(C(=O)c3ccccn3)C2)cc1 (stereo not given)	i	11%	?	-4%	-24%	0	-1%	-10%	?
COc1ccc(-n2ncc3c2CC(C)(C)CC3NC(=O)c2cn[nH]c2)cc1 (stereo not given)	i	0%	1%	-13%	9%	-17	-2%	14%	0%
CC(=O)Nc1ccc(NC(=O)CNC(=O)c2cccc(C)c2)cc1	i	15%	-8%	0%	-9%	56	9%	8%	-1%
CCCCSCCCNC(=O)CS(=O)Cc1nc(-c2cccc(C)c2)oc1C (stereo not given)	/	-4%	-5%	-26%	/	4	-6%	-8%	3%
Cc1ccc(S(=O)(=O)N2CCN(C(=O)CCC(=O)NCCc3ccc(F)cc3)CC2)cc1	i	-1%	-5%	-17%	-17%[11.3 µM]	-6	7%	?	10%
Cc1cc(C)cc(NC(=S)N2CCN(c3ccccn3)CC2)c1	i	-3%	-2%	0%	/	-5	7%	3%	8%
COc1ccc(NS(=O)(=O)c2ccc3nc(COc4ccc5ccccc5c4)[nH]c3c2)cc1	i	12%	?	-28%	-39%	-67*	?	?	?
Cc1cccc(NC(=O)CCN2C(=O)c3ccccc3C2=O)n1	i	1%	-1%	14%	1%	-10	6%	-5%	-1%
O=C(c1ccc(NC(=S)NCc2ccc(Cl)cc2)cc1)N1CCCCC1	i	?	-2%	-2%	/	7	4%	2%	-16%
COc1ccc(N2C[C@H](CSC)[C@@H](CC(=O)Nc3ccc(Br)cc3)C2=O)cc1	?	/	/	8.2µM*	-14%	-23	-14%	-25%	-27%
Cc1ccc(CCNC(=O)c2ccc(CSc3nc4ccncc4n3Cc3ccc(F)cc3)cc2)cc1	?	/	/	-3%	-29%	/	/	/	-14%
CCc1ccccc1Oc1coc2cc(O)ccc2c1=O	i	8%	-1%	-7%	/	21	3%	0%	-12%
COCc1ccc(C(=O)NC2CCSc3ccccc32)cc1 (stereo not given)	i	0%	-2%	-11%	1%	-15	9%	12%	0%
COc1ccc(C)cc1S(=O)(=O)N1CCCCCC1	i	?	10%	3%	1%	-4	6%	2%	-4%
